# Source: PubChem BioAssay (several laboratories)
# NTR1 ag – agonists of NTR1, primary screen, imaging, U2OS cells, beta-arrestin-GFP, high content (AID 493036) | actives 0.17% (n = 330,000) | activation, % at 20 µM | NTR1-U2OS beta-arrestin-GFP spot imaging, agonist mode | P30989;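 active = activation at or above 40% of the spot to cytoplasm intensity ratio, with at least 20 cells analyzed; inconclusive = wells under 20 cells, flagged as cytotoxic or low count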;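 note: 0% = DMSO without peptide and 100% = 100 nM NTR1 peptide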
# Target sequence (P30989 whole entry, looked up): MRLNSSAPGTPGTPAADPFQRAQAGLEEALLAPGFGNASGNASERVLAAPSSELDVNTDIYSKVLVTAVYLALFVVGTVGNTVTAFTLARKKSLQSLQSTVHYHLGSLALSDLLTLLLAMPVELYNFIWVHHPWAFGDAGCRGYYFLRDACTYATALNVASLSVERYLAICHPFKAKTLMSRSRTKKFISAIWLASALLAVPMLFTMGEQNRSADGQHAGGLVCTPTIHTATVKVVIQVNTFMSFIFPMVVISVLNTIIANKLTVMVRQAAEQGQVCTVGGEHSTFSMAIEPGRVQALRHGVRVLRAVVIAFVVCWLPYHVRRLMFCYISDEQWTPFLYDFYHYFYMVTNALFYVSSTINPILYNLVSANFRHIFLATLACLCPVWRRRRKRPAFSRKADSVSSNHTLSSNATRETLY
# West Nile antiviral – West Nile virus antiviral activity, cell-based, CPE readout (AID 1621). West Nile virus-infected cells, CPE inhibition; higher % means a stronger effect. CPE inhibition, % at 10 µM; hits with a dose series show IC50 in µM. actives 0.02% (n = 290,000); in the data active = a potency from the dose series; inconclusive = CPE inhibition mostly from about 3.7% at the one dose, without a potency; inactive = the rest, 99 in 100 with CPE inhibition below about 2.2%; note: strong numbers were not always called active
# AID2073 – inhibitors of Mint1-CaV2.2 protein interaction, biochemical, HTRF (AID 2073); HTRF protein-protein interaction, Mint1-CaV2.2; higher % means a stronger effect; inhibition, % at 20 µM, or IC50 in µM where a hit was titrated; actives 0.19% (n = 290,000); in the data active = inhibition mostly above about 51%, no sharp cut-off; inconclusive = no clear call, values can overlap the other calls; inactive = mostly below about 53%; note: some results filed as inactive read as strong as hits
# Dengue-2 NS5 capping – flavivirus cap methylation enzyme inhibition – biochemical, confirmation dose response, primary screen (AID 588689). Dengue-2 NS5 methyltransferase capping enzyme assay, biochemical; higher % means a stronger effect. inhibition, % at 25 µM; hits with a dose series show IC50 in µM. actives 0.3% (n = 340,000); in the data active = a potency from the dose series; inconclusive = inhibition above about 29% without an active follow-up result
# SIAH1 antagonists – Siah-1 peptide-binding antagonists, primary screen, biochemical, fluorescence polarization, rhodamine-plectin, uHTS (AID 1817) | actives 0.02% (n = 290,000) | displacement, % at 20 µM, or IC50 in µM where a hit was titrated | Siah-1 / rhodamine-plectin peptide fluorescence polarization; higher % means a stronger effect;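 active = displacement of at least 50% at 20 µM, with a fluorescence ratio check between 0.3 and a set limit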;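 note: plate controls were Siah plus tracer with DMSO for no effect and tracer alone without Siah for full effect; strong numbers were not always called active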
# Large T inhibition – SV40 large T antigen inhibitors, biochemical (AID 1903); inhibition, % at 20 µM; hits with a dose series show IC50 in µM; actives 0.39% (n = 310,000); SV40 large T antigen ATPase/helicase inhibition assay; higher % means a stronger effect; in the data active = a potency from the dose series; inconclusive = inhibition mostly from about 32% at the one dose, without a potency; inactive = the rest, 99 in 100 with inhibition below about 32%; note: strong numbers were not always called active
# RSV CPE inhibition – RSV antiviral activity via CPE protection, HEp-2 cells, primary 10 µM value included (AID 2391). HEp-2 cells, RSV-induced CPE inhibition; higher % means a stronger effect. actives 0.13% (n = 310,000). one-dose CPE inhibition, % at 10 µM; IC50 in µM for titrated hits; in the data active = a potency from the dose series; inconclusive = CPE inhibition mostly from about 23% at the one dose, without a potency; inactive = the rest, 99 in 100 with CPE inhibition below about 21%; note: strong numbers were not always called active
# MgcRacGAP inhibition – MgcRacGAP GTPase-activating activity inhibitors, confirmation, biochemical, ADP Hunter fluorescence. inhibition, % at 30 µM, or IC50 in µM where a hit was titrated. MgcRacGAP-stimulated Rac1 GTP hydrolysis, ADP Hunter fluorescence; higher % means a stronger effect; GST-tagged Rac1 F28L mutant substrate. actives 0.6% (n = 340,000);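 active = first-screen hits whose inhibition reached a set limit at any dose in the follow-up dose series; inconclusive = inhibition above the set first-screen limit but never retested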;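 note: fluorescence reports GDP produced by GAP-driven GTP hydrolysis; strong numbers were not always called active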
# UTI89 phage lysis – inhibition of K1F phage lysis, E. coli UTI89, bacterial capsule biogenesis inhibitors, alamar blue (AID 488966) | E. coli UTI89 K1F phage lysis, alamar blue, 2 h; higher % means a stronger effect | one-dose inhibition, % at 100 µM; IC50 in µM for titrated hits | actives 0.02% (n = 340,000);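 active = phage lysis inhibition, versus mean bacterial control, above a set limit; inconclusive = no clear call, values can overlap the other calls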;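 note: capsule biogenesis inhibitors block K1F phage lysis so surviving cells raise fluorescence; higher fluorescence means more inhibition of phage lysis; actives were called in the ten point dose series up to 300 µM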
# NTR1 ag cell count 20 µM – second read-out of NTR1 ag, no call of its own (marks repeat the call); cell count; measured here: cell count, cytotoxicity flag
# Dengue-2 NS5 capping pilot replicate – further read-out of Dengue-2 NS5 capping, marked with its call; inhibition, %; measured here: pilot screen replicate inhibition
# Starred values were filed as active, the others as inactive; u = inconclusive; x = not tested or not shown; [ ] = another dose, or the depositor's remark.
# The opening 2 records (preview)
SMILES,NTR1 ag,NTR1 ag cell count 20 µM,West Nile antiviral,AID2073,Dengue-2 NS5 capping,SIAH1 antagonists,Large T inhibition,RSV CPE inhibition,MgcRacGAP inhibition,UTI89 phage lysis,others
O=C(O)c1ccc(N=N/C(=N\Nc2ccc(C(=O)O)cc2)c2ccccc2)cc1,0.9,98,x,x,30µM*,x,11%,-0.5%,3%,-0.1%,
COc1ccc(Cl)cc1NC(=S)Nc1cccc(C)c1,2.2,57,-0.9%,1%,-5%,-1%,0%,0.2%,0%,-1.4%,

# The listing, previewed entries included:
SMILES,NTR1 ag,NTR1 ag cell count 20 µM,West Nile antiviral,AID2073,Dengue-2 NS5 capping,SIAH1 antagonists,Large T inhibition,RSV CPE inhibition,MgcRacGAP inhibition,UTI89 phage lysis,others
O=C(O)c1ccc(N=N/C(=N\Nc2ccc(C(=O)O)cc2)c2ccccc2)cc1,0.9,98,x,x,30µM*,x,11%,-0.5%,3%,-0.1%,
COc1ccc(Cl)cc1NC(=S)Nc1cccc(C)c1,2.2,57,-0.9%,1%,-5%,-1%,0%,0.2%,0%,-1.4%,
O=C(/C=C/c1ccc(-c2ccc(F)cc2)o1)N1CCCC1,1.3,32,0.3%,-3%,-9%,-3%,4%,1.5%,5%,0.5%,
CC(C)N1CCC(NC(=O)NC2CCCCC2)CC1,-0.5,74,0.0%,37%,-8%,-1%,2%,0.3%,-1%,0.2%,
Cc1ccc(NC(=O)CN(C)C(=O)c2ccccc2OCc2c(C)noc2C)cc1,0.1,68,x,x,1%,x,11%,0.6%,4%,0.8%[50 µM],
O=C(Nc1nc2c(Cl)cccc2s1)C1CC1,1.1,59,-0.6%,5%,-9%,4%,10%,8.4%,0%,0.1%,
CCOCCCn1c(=N)c(C(N)=S)cc2c(=O)n3cccc(C)c3nc21,2.7,96,1.0%,29%,8%,-3%,15%,0.1%,19%,0.0%,
CCOc1ccc(NC(=O)c2cc3cc4ccc(OC)cc4nc3o2)cc1,-1.7,85,-0.5%,46%,-3%,14%,7%,11%,11%,-0.1%,
COc1ccc(CCN(C)C2CCCN(C(=O)Cn3cnnn3)C2)cc1OC (stereo not drawn),0.1,59,-0.3%,17%,-5%,-3%,18%,-0.7%,6%,0.3%,
Cc1ccc(CNS(=O)(=O)c2c(N)n(C)c(=O)n(C)c2=O)cc1,0.3,46,1.4%,-6%,3%,0%,22%,2.0%,6%,0.1%,
CC1CCN(C(=O)COC(=O)c2nn(C)c(=O)c3ccccc23)CC1,-0.1,65,0.0%,4%,4%,13%,6%,1.6%,-3%,2.9%,
Cc1cccc(OCC(O)Cn2c(=N)n(CCN3CCCCC3)c3ccccc32)c1 (stereo not drawn),1.3,90,17%,-11%,-9%,-1%,-1%,3.7%,13%,5.0%,
CCOC(=O)C1(Cc2ccccc2C)CCCN(C(=O)c2ccnn2C)C1 (stereo not drawn),0.4,28,0.0%,0%,-10%,1%,0%,-0.3%,4%,0.0%,
CCCc1cc(=O)[nH]c(SCC(=O)c2c(C)[nH]c3ccccc23)n1,2.7,52,0.5%,-6%,1%,-3%,4%,4.4%,4%,-1.5%[50 µM],
O=C(CCS(=O)(=O)c1ccc(Br)cc1)NCc1cccs1,-0.4,52,x,1%,-7%,19%,2%,0.7%,5%,9.2%,
O=C(COc1ccc(Cl)cc1)Nc1ccc(CN2CCOCC2)cc1,3.3,48,x,x,-6%,x,x,0.9%,2%,0.5%[50 µM],
O=C(COC(=O)c1cccc(S(=O)(=O)N2CCCC2)c1)NCc1ccccc1,1.7,20,0.5%,0%,1%,18%,6%,1.0%,8%,0.8%,
Cn1cccc1/C=C(\C#N)c1ccccc1,0.1,62,x,4%,-7%,2%,7%,2.6%,1%,0.3%,
CC(C)Cc1nc2sc3c(NCc4ccco4)ncnc3c2c2c1COC(C)(C)C2,13,81,0.1%,1%,3%,4%,13%,-0.2%,7%,0.1%,
CCc1cc(=O)oc2cc3occ(C)c3cc12,0.9,50,-0.4%,13%,-1%,-7%,9%,4.6%,5%,-3.9%,
COc1ccc(C(=O)Cn2nnc(-c3ccccc3NC(=O)C3CC3)n2)cc1,0.4,50,-0.1%,-5%,-4%,0%,0%,2.6%,-3%,-0.4%,
CCOc1ccccc1NC(=O)c1ccccc1N(C)S(C)(=O)=O,3.8,46,0.1%,8%,-4%,5%,2%,0.6%,-8%,-0.1%,
COc1cccc(CN(C)C(=O)CNC(=O)c2sc3ccccc3c2Cl)c1OC,2.3,36,x,x,-6%,x,4%,4.7%,8%,-0.1%[50 µM],
COc1ccc(C(=O)NC(=S)NCc2ccco2)cc1Br,4.2,51,-1.4%,-7%,6%,-2%,2%,0.6%,-2%,0.4%[50 µM],
OC(COc1ccc2c(c1)CCC2)Cn1cnc2ccccc21 (stereo not drawn),1.4,61,0.0%,-6%,2%,-8%,6%,5.5%,-1%,0.1%,
CCC(C)c1ccc(OCCCCN2CCOCC2)cc1 (stereo not drawn),-1.8,60,-0.6%,-6%,4%,7%,1%,0.0%,15%,3.2%,
CC(=Nc1ccccc1O)c1sc2ccccc2c1O,1.0,48,-0.7%,-2%,-77%,0%,7%,14%,18%,0.5%,
CCC(C)[C@H](NC(=O)N1CC(=O)Nc2ccccc21)C(=O)N[C@H](Cc1c[nH]c2ccccc12)C(=O)O (stereo partly drawn),-1.7,98,-0.6%,-3%,-3%,-1%,x,2.4%,6%,7.8%,
COc1ccc(CCNC(=O)c2ccc(CNc3nc(=S)[nH]c4ccccc34)cc2)cc1OC,-0.8,55,0.6%,28%,1%,-3%,8%,6.3%,16%,0.3%,
COc1cccc(NC(=O)C2CCN(C(=O)[C@@H]3Cc4ccccc4CN3C(=O)OC(C)(C)C)CC2)c1,-0.9,69,0.3%,-7%,3%,-2%,5%,0.8%,-11%,-0.2%,

# Pulled by compound from the entries so far:
SMILES,NTR1 ag,NTR1 ag cell count 20 µM,West Nile antiviral,AID2073,Dengue-2 NS5 capping,SIAH1 antagonists,Large T inhibition,RSV CPE inhibition,MgcRacGAP inhibition,UTI89 phage lysis,others
COc1ccc(CCNC(=O)c2ccc(CNc3nc(=S)[nH]c4ccccc34)cc2)cc1OC,-0.8,55,0.6%,28%,1%,-3%,8%,6.3%,16%,0.3%,
COc1ccc(C(=O)NC(=S)NCc2ccco2)cc1Br,4.2,51,-1.4%,-7%,6%,-2%,2%,0.6%,-2%,0.4%[50 µM],
CCOc1ccccc1NC(=O)c1ccccc1N(C)S(C)(=O)=O,3.8,46,0.1%,8%,-4%,5%,2%,0.6%,-8%,-0.1%,
CCC(C)[C@H](NC(=O)N1CC(=O)Nc2ccccc21)C(=O)N[C@H](Cc1c[nH]c2ccccc12)C(=O)O (stereo partly drawn),-1.7,98,-0.6%,-3%,-3%,-1%,x,2.4%,6%,7.8%,
CC(=Nc1ccccc1O)c1sc2ccccc2c1O,1.0,48,-0.7%,-2%,-77%,0%,7%,14%,18%,0.5%,

# The results go on:
SMILES,NTR1 ag,NTR1 ag cell count 20 µM,West Nile antiviral,AID2073,Dengue-2 NS5 capping,SIAH1 antagonists,Large T inhibition,RSV CPE inhibition,MgcRacGAP inhibition,UTI89 phage lysis,others
COc1ccc(-c2nnc(SCc3nc4ccccc4c(=O)[nH]3)o2)cc1,1.5,66,2.1%,-7%,3%,0%,12%,5.5%,12%,0.3%,
Cc1ccc(C)c(NC(=O)COc2cccc3c2CCN(Cc2ccccc2)C3=O)c1,2.7,36,x,9%,-4%,6%,7%,0.5%,6%,6.5%,
CCC(C)c1ccc(C(CC)NC(=O)C2CCCO2)cc1 (stereo not drawn),0.9,53,-1.6%,3%,-2%,-2%,4%,4.6%,10%,0.3%,Dengue-2 NS5 capping pilot replicate=0.9
Cc1cc(F)ccc1S(=O)(=O)NCC(c1ccc2c(c1)OCO2)N1CCOCC1 (stereo not drawn),-1.0,59,x,x,-4%,x,5%,-1.8%,0%,-2.1%,
Cc1ccc(C)c(S(=O)(=O)N2CCCOC2CNC(=O)C(=O)NCCc2ccccc2)c1 (stereo not drawn),1.4,64,-0.7%,10%,1%,-3%,4%,1.0%,-1%,0.3%,
Cn1c(=O)c2[nH]cnc2n(C)c1=O,1.1,58,0.2%,13%,-6%,5%,16%,0.2%,2%,-2.1%,
Cn1c(=O)[nH]c(=O)c2c1nc(SCC(=O)Nc1ccccc1)n2Cc1ccccc1,1.3,87,0.2%,-2%,-3%,-2%,1%,5.6%,8%,-0.5%,
O=C(O)CCCC(=O)Nc1ccc(C(=O)N2CCCCC2)cc1,0.0,39,-0.1%,-10%,2%,4%,2%,1.9%,4%,5.1%,
C=CCOc1c(/C=N\NC(N)=O)cccc1OC,0.9,67,-0.1%,16%,0%,4%,8%,3.0%,-1%,-1.0%,
Cc1cc(=O)oc2c3c(cc(OCC(=O)NC(C)C)c12)OC(C)(C)CC3,x,x,-0.3%,27%,-1%,8%,2%,4.0%,8%,-0.2%[50 µM],
Cc1ccc(/C(O)=C2/C(=O)C(=O)N(c3ccccn3)C2c2cccc([N+](=O)[O-])c2)cc1 (stereo not drawn),-1.3,46,0.7%,22%,12%,6%,14%,1.4%,x,0.1%,
CC1CCc2c(sc3nc(SCC(=O)NCc4ccco4)nc(N)c23)C1 (stereo not drawn),3.3,60,0.0%,-9%,-10%,1%,21%,15%,4%,0.1%,
O=C(NC1CCCCC1)C(c1cc2c(cc1[N+](=O)[O-])OCO2)N1CCCCC1 (stereo not drawn),0.0,55,-1.3%,1%,x,-2%,12%,1.5%,x,x,
O=C(Nc1cccnc1)/C(N=Nc1c(Cl)cccc1Cl)=C(\O)c1ccccc1,5.2,30,-1.4%,-6%,-8%,22%,0%,2.4%,9%,12%,
CCc1nnc(NC(=O)Cc2ccc(OC)c(OC)c2)s1,0.5,35,0.3%,0%,2%,-7%,5%,-0.5%,9%,0.1%,
CC(C)NC(=O)C(=O)NCCCOC(C)C,-1.5,85,0.2%,1%,2%,3%,6%,1.5%,6%,-1.1%,
COc1ccc(S(=O)(=O)NCc2cc(-c3ccccc3Cl)no2)cc1,-1.4,31,-0.8%,1%,0%,7%,9%,0.2%,2%,-1.6%,
CSc1cnn(-c2ccccc2)c(=O)c1SC,0.5,76,0.2%,9%,-1%,-4%,2%,-0.8%,4%,0.0%,
CC(=O)OC(C)=O,0.2,61,x,x,-1%,x,x,1.2%,5%,-0.2%,
Cc1ccc(OCC(=O)n2nc(C)cc2C)c(Br)c1,1.1,52,0.2%,15%,-6%,11%,7%,1.1%,1%,0.3%,
Cc1nc2sc(-c3ccccc3)cc2c(=O)[nH]1,1.7,57,0.0%,5%,-5%,3%,3%,u,11%,0.1%,
